OX1R antag – OX1R (HCRTR1) antagonists, primary screen, fluorescence, CHO/OX1R cells, Fluo-8 calcium, orexin A; inhibition, % at 5 µM; actives 0.43% (n = 330,000); Fluo-8 calcium fluorescence;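 active = inhibition above its plate's threshold, mean inhibition of all tested compounds on the plate plus 3 SD, cut at about 37% in these data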;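 note: 0% = orexin A challenge wells and 100% = SB-334867-A antagonist wells; not every result past the cut was called active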
Target sequence (O43613 whole entry, looked up): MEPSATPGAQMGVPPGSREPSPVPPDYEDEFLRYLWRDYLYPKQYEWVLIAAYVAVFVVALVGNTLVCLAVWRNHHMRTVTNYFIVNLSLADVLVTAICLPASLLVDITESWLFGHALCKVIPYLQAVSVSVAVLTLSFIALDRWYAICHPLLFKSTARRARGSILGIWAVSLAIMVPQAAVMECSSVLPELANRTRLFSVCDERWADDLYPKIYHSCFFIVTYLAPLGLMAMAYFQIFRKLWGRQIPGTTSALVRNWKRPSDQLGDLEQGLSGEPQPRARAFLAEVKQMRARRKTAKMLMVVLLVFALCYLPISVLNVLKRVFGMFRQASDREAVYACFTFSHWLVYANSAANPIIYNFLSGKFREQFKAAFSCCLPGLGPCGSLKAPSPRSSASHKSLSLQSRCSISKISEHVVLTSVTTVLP
CHT allo act – CHT positive allosteric modulators, primary screen, cell-based, membrane potential dye, choline EC20 | actives 0.49% (n = 310,000) | AID 488977, 2010 | B-score at 10 µM | High affinity choline transporter 1 (Homo sapiens), Q9GZV3 | CHT-expressing cells; hits give high values; LV-AA mutant CHT in HEK293 cells;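 active = initial fluorescence not abnormally high and integrated response B-score, plate-corrected, over 3 SD above library mean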
Target sequence (Q9GZV3 whole entry, looked up): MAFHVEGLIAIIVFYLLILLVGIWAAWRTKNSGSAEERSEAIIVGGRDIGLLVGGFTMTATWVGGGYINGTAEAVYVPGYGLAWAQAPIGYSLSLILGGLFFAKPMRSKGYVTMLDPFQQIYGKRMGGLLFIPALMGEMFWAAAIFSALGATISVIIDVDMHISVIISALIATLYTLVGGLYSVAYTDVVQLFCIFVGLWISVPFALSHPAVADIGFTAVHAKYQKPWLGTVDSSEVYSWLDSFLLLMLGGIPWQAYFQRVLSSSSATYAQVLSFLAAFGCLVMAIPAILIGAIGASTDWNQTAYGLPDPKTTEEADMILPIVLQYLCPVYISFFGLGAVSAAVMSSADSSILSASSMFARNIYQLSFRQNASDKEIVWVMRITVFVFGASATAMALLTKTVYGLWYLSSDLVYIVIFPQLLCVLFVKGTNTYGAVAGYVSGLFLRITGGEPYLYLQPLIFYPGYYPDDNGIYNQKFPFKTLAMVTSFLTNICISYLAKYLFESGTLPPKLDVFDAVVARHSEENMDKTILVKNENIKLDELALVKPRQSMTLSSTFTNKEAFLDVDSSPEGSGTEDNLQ
* hit, by the source's call; i = inactive; nt = not tested or not shown.

Structure,OX1R antag,CHT allo act
COc1ccccc1N1CCN(C(=O)CN(C)S(=O)(=O)c2ccc3c(c2)c(=O)n(C)c(=O)n3C)CC1,-34,i
O=C(O)c1cccc(Cn2c(Cl)c(/C=N/NC(=O)c3ccccc3)sc2=O)c1,-2,i
O=C(c1ccc(-n2cccc2)cc1)N1CCN(Cc2ccccc2)CC1,0,i
COc1ccc2nc(SCC(=O)N(C)C3CCCCC3)c(C#N)cc2c1,-37,i
O=C(O/N=C(/c1ccccc1)c1ccncc1)c1ccccc1[N+](=O)[O-],-22,i
C=CCN1C(=O)C2C(C(=O)NC)C3(C)C=CC2(O3)C1C(=O)NCc1ccc(OC)cc1 (stereo not given),-9,i
Cc1ccc(CC(=O)Nc2ccc([N+](=O)[O-])cc2C)cc1,-2,i
COc1cccc(C(=O)NC2=NCCS2)c1,-27,i
CN1CCN(S(=O)(=O)NC[C@H]2O[C@@H](n3cnc4c(N)ncnc43)[C@H](O)[C@@H]2O)CC1,2,nt
COc1ccc(/C=N\N2CCN(Cc3ccccc3Cl)CC2)cc1,-17,i
Cc1ccc(C(=O)OCCN(C)Cc2ccccc2)cc1,-21,i
CCCCCCn1cc(C(=O)OCC)c(=O)c2cc(F)c(F)cc21,-19,i
CCCCN1C(=O)C2(NNc3ccccc3O2)c2ccccc21 (stereo not given),37*,i
O=C1NC(Cc2ccc(O)cc2)c2nc3ccc(Cl)cc3c(=O)n2-c2cc(Cl)ccc21 (stereo not given),-9,nt
CCCN1CCN(S(=O)(=O)c2cc3c(cc2C)NC(=O)CO3)CC1,-4,i
Cc1ccc(C(=O)NC2CC(C)(C)NC(C)(C)C2)c(C)c1,-11,i
CC(=O)c1sc2nsc(SCCN3CCOCC3)c2c1N,-6,i
Clc1ccc(CSc2ccc(-c3cccnc3)nn2)cc1,-26,i
COc1ccc(CN(C)Cc2c(O)ccc3cc(Br)ccc23)cc1OC,-12,i
CCOCCCNc1nc2ccccc2[nH]1,-4,i
Cc1ccc(S(=O)(=O)NCc2cn3ccccc3n2)c(C)c1,-12,i
O=S(=O)(Nc1nc2ccc(S(=O)(=O)N3CCCC3)cc2s1)c1ccc(F)cc1,0,i
COc1ccc(C(CC(=O)Nc2ccc(Cl)cc2F)NC(=O)C(F)(F)F)cc1 (stereo not given),-6,i
Cc1ccc(N=Cc2nc(-c3ccco3)oc2O)cc1,-19,i
O=C(NCc1ccc(F)cc1)C1CCCN(S(=O)(=O)c2ccc(-n3cnnn3)cc2)C1 (stereo not given),-21,i
Cn1c(SCC(=O)c2c(N)n(C)c(=O)n(C)c2=O)nnc1-c1ccc(F)cc1,-12,i
Cc1c(NC(=O)C2CCCN2C(=O)c2cccs2)c(=O)n(-c2ccccc2)n1C (stereo not given),8,i
CNCC(=O)Nc1ccc(Cl)c(C(F)(F)F)c1,-15,i
Cc1noc(C)c1NC(=O)N(C)C[C@H]1Oc2ccc(NS(=O)(=O)c3cn(C)cn3)cc2C(=O)N([C@H](C)CO)C[C@@H]1C,6,nt
COc1ccc(OCC(=O)N/N=C/c2ccncc2)cc1,-18,i
COC(=O)C1=C(C)Nc2c(c(=O)n(C)c(=O)n2C)C1c1ccncc1 (stereo not given),0,i
O=C(Cc1ccc([N+](=O)[O-])cc1)N/N=C/c1ccccc1F,-23,i
CNS(=O)(=O)c1ccc(C(=O)NCC(=O)NCCC(c2ccccc2)c2ccccc2)cc1,-27,nt
O=C(Nc1nccs1)c1csc2c1CCCC2,-16,i
Cc1cccc(NCCC(=O)c2ccc([N+](=O)[O-])cc2)c1C,-17,i
COCC(=O)Nc1c(C(=O)Nc2ccc3c(c2)OCO3)oc2ccccc12,-16,i
Cc1ccccc1S(=O)(=O)Cc1ccc(C(=O)NCCCN2CCCC2)o1,-12,i
CC1CCN(C(=O)C(=O)Nc2sc3c(c2C(=O)O)CC(C)(C)OC3)CC1,-10,i
COc1ccc(NC(=O)NNC(=O)C(C)Oc2ccc3ccccc3c2)cc1OC (stereo not given),-5,i
O=C(CSc1ncn[nH]1)c1ccc2c(c1)OCO2,-1,i
CC(C)NC(=O)CSc1nc(N)c(-c2ccccc2)c(=O)[nH]1,-15,i
COC(CNC(=O)CCc1c(C)nc2c(-c3ccc(F)cc3)c(C)nn2c1C)OC,-13,i
CCOC(=O)/C(C#N)=C1/C=CN(c2ccc(C)cc2)C=N1,-8,i
Cc1nc(N(C)C)c2sc(=S)n(C)c2n1,-5,i
COc1ccc(NS(=O)(=O)c2ccc(C(=O)N(C)Cc3ccc(C)o3)cc2)cc1,11,nt
O=C(NC1CCCc2ccccc21)C1CCN(S(=O)(=O)c2cccc(C(F)(F)F)c2)CC1 (stereo not given),-12,i
CCN(CC)C(=O)CN(c1ccc(C)cc1)S(=O)(=O)c1ccc(SC)cc1,-10,i
CN(C)S(=O)(=O)c1ccc2c(c1)nc(CCC(=O)Nc1ccc3c(c1)OCO3)n2C,-16,i
Cc1cc(OC(=O)c2ccccc2Br)cc(=O)n1C,14,i
O=C(CSc1nc2c(c(=O)[nH]1)CCC2)Nc1ccc(F)cc1,-14,i

Marked active in OX1R antag (from the list above):
canonical_smiles	OX1R antag
CCCCN1C(=O)C2(NNc3ccccc3O2)c2ccccc21 (stereo not given)	37*

Quoted from the listing.
COc1ccc(NC(=O)NNC(=O)C(C)Oc2ccc3ccccc3c2)cc1OC (stereo not given) – OX1R antag: -5
COc1ccc(NS(=O)(=O)c2ccc(C(=O)N(C)Cc3ccc(C)o3)cc2)cc1 – OX1R antag: 11
O=C(Cc1ccc([N+](=O)[O-])cc1)N/N=C/c1ccccc1F – OX1R antag: -23

Later entries
Structure,OX1R antag,CHT allo act
C=CCn1c(=N)c(C(=O)OCC)cc2c(=O)n3cccc(C)c3nc21,-15,i
CN(c1cccc(NC(=O)CN2C(=O)c3ccccc3S2(=O)=O)c1)S(C)(=O)=O,-10,i
CCOC(=O)Cn1c(-c2ccccc2)ccc(C#N)c1=O,-27,i
Cc1ccc(Cn2c(C)c3cnn(CC(=O)NC4CCCC4)c(=O)c3c2C)cc1,-26,i
Cn1cc(C(=O)C(=O)N2CCc3ccccc32)c2ccccc21,-30,i
CCOc1ccc2nc(-c3ccccc3)nc(SCC(=O)Nc3ncc(C)s3)c2c1,-9,i
Cc1ccc(NC(=O)COC(=O)c2cc(=O)c3ccccc3o2)cc1F,3,nt
O=C(C[n+]1ccn(-c2ccccc2)c1)c1ccc([N+](=O)[O-])cc1,-8,i
COc1ccc(CN(CC(=O)NCCC(C)C)C(=O)CCC(=O)Nc2nccs2)cc1,-34,i
Nc1ncc(Br)cc1S(=O)(=O)NCCC(=O)NCc1ccc(F)cc1,-17,i
COc1cccc(-c2coc3c(C)c4oc(=O)c(CCC(=O)O)c(C)c4cc23)c1,-2,i
Clc1ccc(-c2cc(CN3CCCCC3)no2)cc1Cl,-26,i
O=C(CCCn1c(=O)oc2ccccc21)N1CCc2ccccc2C1,-22,i
COc1ccc(CCn2c(-c3cc([N+](=O)[O-])cc([N+](=O)[O-])c3)nc3nc4ccccc4nc32)cc1,-21,i
Cc1ccc(C)c(C(=O)COC(=O)c2ccccc2N2C(=O)C3C4CCC(C4)C3C2=O)c1 (stereo not given),-3,i
COc1ccc(OC)c(/C=C/C(=O)OCC(=O)N2CCCC2)c1,-28,nt
CCN(CC)CCCN(Cc1cc2cc3c(cc2[nH]c1=O)OCO3)C(=O)Nc1ccccc1OC,-8,i
COc1ccc(CCC(=O)NCc2cccc(C(F)(F)F)c2)cc1,-3,i
O=C(/C(=N\O)n1cncn1)c1ccc(Cl)cc1Cl,-7,i
O=C(NCCN1C(=O)S/C(=C\c2ccccc2F)C1=O)C1CCN(S(=O)(=O)c2cccs2)CC1,-26,i
COc1ccc(Cc2nnc(NCCO)[nH]c2=O)cc1OC,-20,i
CCc1cccc(CC)c1NC(=S)NCC(c1cccnc1)N(C)C (stereo not given),-20,i
CCOc1ccccc1-n1c(=S)sc2c(=O)n(-c3ccc(F)cc3)c(SCC(=O)O)nc21,-10,i
O=C(NCCc1ccccc1)c1cc(=O)c2ccccc2o1,-17,i
Cc1oc(-c2ccccc2F)nc1CS(=O)(=O)CC(=O)NCCCc1ccccc1,-12,i

For convenience, 2 of the compounds above:
Structure,OX1R antag,CHT allo act
O=C(NCCc1ccccc1)c1cc(=O)c2ccccc2o1,-17,i
Cc1oc(-c2ccccc2F)nc1CS(=O)(=O)CC(=O)NCCCc1ccccc1,-12,i

(list continues)
Structure,OX1R antag,CHT allo act
COc1ccc2[nH]c(=O)c(CN(CCc3ccccc3)C(C)=O)cc2c1,-29,i
COc1nc(NCc2ccco2)nc(N2CCC(C)CC2)n1,-16,i
CC(C)CCN1C(=O)c2ccc(C(=O)Nc3ccccc3C(=O)O)cc2C1=O,nt,i
Cc1cc(NC(=O)CC2CCCC2)ccc1Br,-36,i
Cc1ccc(/C(O)=C2\C(=O)C(=O)N(C)C2c2ccc(Br)cc2)cc1 (stereo not given),-1,i
CCOC(=O)C1CCCN(CCC(=O)Nc2ccccc2)C1 (stereo not given),-19,i
O=C(NCCCCc1ccccc1)C1CC(c2ccc([N+](=O)[O-])cc2)=NO1 (stereo not given),-11,i
O=C(CCS(=O)(=O)c1ccccc1)Nc1nc(-c2cccs2)cs1,-9,i
CCOC(=O)[C@@H]1[C@H]2COc3ccc(Br)cc3[C@@H]2N2C(=O)N(c3cccc(Cl)c3)C(=O)[C@@]12C,14,nt
CN(C)c1nnnn1-c1ccc(Oc2ncc(C(F)(F)F)cc2Cl)cc1,-22,i
COc1cc(C2C(C#N)=C(N)N(c3cccnc3)C3=C2C(=O)CC(C)(C)C3)ccc1O (stereo not given),-23,i
Cc1ccc(CN(C)C(=O)C2CCC(=O)N(CC3CCCCC3)C2)o1 (stereo not given),-14,i
O=S(=O)(O)c1nc2ccccc2n1Cc1ccccc1,-16,i
CC1CN=C(Nc2cccc(S(=O)(=O)N(C)C)c2)S1 (stereo not given),-4,i
CC(C)CN(C(=O)CSc1nc2ccccc2[nH]1)C1CCS(=O)(=O)C1 (stereo not given),-13,nt
COc1ccc(NC(=O)Cc2nnc(SCC(=O)NC3CCCC3)n2C)cc1,-21,i
CN1CCN(c2ccc(S(=O)(=O)N3CCCCC3)cc2NC(=O)COc2ccc([N+](=O)[O-])cc2)CC1,-44,i
O=C(NCCCN=C1NS(=O)(=O)c2ccccc21)c1ccco1,7,i
Cc1cc2oc(C(=O)N(Cc3ccc(N(C)C)cc3)CC3CCCO3)c(C)c2cc1C (stereo not given),-22,i
CSc1ccc(CCNC(=O)CCc2nnc3ccc(NCCCN4CCCC4=O)nn23)cc1,-14,i
Cc1ccc(C(=O)CCC(=O)N(C)CC(=O)Nc2ccccc2Br)cc1,-36,i
Cc1nc2nc(C)c(CCC(=O)N3CCOCC3)c(C)n2n1,-13,i
CCC1Oc2ccc(C)cc2N(CC(=O)N(Cc2ccc(C)o2)C2CCCC2)C1=O (stereo not given),-23,i
O=C(COc1ccccc1[N+](=O)[O-])Nc1ccc2c(c1)OCO2,7,i
O=C(N/N=C/c1cccnc1)c1ccc(NC(=O)C(c2ccccc2)c2ccccc2)cc1,-19,i
Cc1oc(-c2ccccc2F)nc1CS(=O)(=O)CC(=O)NCCCN(C)C1CCCCC1,-16,i
CN(C)c1cccc(C(=O)OCC(=O)Nc2ccccc2-c2ccccc2)c1,-4,i
COc1ccc(C2=C(Nc3ccc(F)cc3)c3ccccc3C2=O)cc1,-17,i
COCCN(C(=S)Nc1c(C)cccc1C)C(C)c1cccs1 (stereo not given),-13,i
O=C(O)COc1c(-c2ccccc2)oc2ccccc2c1=O,-14,i
CC1(C)CC(=O)C(CC(=O)Nc2ccc(S(N)(=O)=O)cc2)=C(O)C1,-13,i
O=C(NC(Cc1c[nH]c2ccccc12)C(=O)O)/C(=C/c1ccc(F)cc1)NC(=O)c1ccccc1 (stereo not given),1,i
COc1ccc(C2CC(c3ccccc3)=NN2C(=O)COC(=O)c2ccc(S(C)(=O)=O)cc2)cc1 (stereo not given),-23,i
COC(=O)Cn1c(=O)c(C)nc2ccccc21,4,i
Cc1ccc(S(=O)(=O)N2CCOCC2)cc1NC(=O)C1=NN(c2ccccc2)C(=O)CC1,-16,i
CSc1ccccc1C(=O)Nc1ccccc1C,-1,i
COc1cc2c(cc1OC)CN(C(=O)NS(=O)(=O)c1ccc(C)cc1)CC2,-14,i
COc1cc(C(=O)Nc2ccc(S(=O)(=O)N3CCCCC3C)cc2)cc(OC)c1OC (stereo not given),-12,i
CCOc1cc(C2/C(=C(/O)c3ccc(S(=O)(=O)N4CCCCC4)cc3)C(=O)C(=O)N2CCOC)ccc1O (stereo not given),-5,i
CCN1C(=O)CC(C(=O)NCCc2ccc(S(N)(=O)=O)cc2)SC1=Nc1ccc(OC)cc1 (stereo not given),-14,i

Arranged by value in OX1R antag (descending): 7 from the list above
compound | OX1R antag
CSc1ccccc1C(=O)Nc1ccccc1C | -1
COc1ccc(C(CC(=O)Nc2ccc(Cl)cc2F)NC(=O)C(F)(F)F)cc1 (stereo not given) | -6
CCOc1ccccc1-n1c(=S)sc2c(=O)n(-c3ccc(F)cc3)c(SCC(=O)O)nc21 | -10
Cc1ccc(S(=O)(=O)NCc2cn3ccccc3n2)c(C)c1 | -12
COC(CNC(=O)CCc1c(C)nc2c(-c3ccc(F)cc3)c(C)nn2c1C)OC | -13
CC(C)NC(=O)CSc1nc(N)c(-c2ccccc2)c(=O)[nH]1 | -15
CNS(=O)(=O)c1ccc(C(=O)NCC(=O)NCCC(c2ccccc2)c2ccccc2)cc1 | -27
